Assay outcomes deposited in PubChem BioAssay by National Center for Advancing Translational Sciences (NCATS).
JMJD2E inh – qHTS Assay for Inhibitors of Human Jumonji Domain Containing 2E (JMJD2E); Lysine-specific demethylase 4E (Homo sapiens), B2RXH2; JMJD2E catalytic domain, FDH-coupled NADH fluorescence (FDH is formaldehyde dehydrogenase); Potency, µM (highest dose often 57.1 µM), for the others: at the highest dose activity change, negative = inhibition, most hits filed as inhibitors; hit rate 1.6% among 230,000; AID 2147, 2009; active = well fitted inhibition curve with a large enough effect, not every such curve was filed as active; inconclusive = small, poorly fitted or top-dose-only effect, or another doubt; inactive = no such curve, though single readings can be large or run the other way;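 note: 0% = wells with enzyme and -100% = buffer wells without enzyme; nearly all actives have a fitted effect of over 50% in size; many of its hits are not listed in these tables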
Target sequence (B2RXH2 1-337 limits assumed): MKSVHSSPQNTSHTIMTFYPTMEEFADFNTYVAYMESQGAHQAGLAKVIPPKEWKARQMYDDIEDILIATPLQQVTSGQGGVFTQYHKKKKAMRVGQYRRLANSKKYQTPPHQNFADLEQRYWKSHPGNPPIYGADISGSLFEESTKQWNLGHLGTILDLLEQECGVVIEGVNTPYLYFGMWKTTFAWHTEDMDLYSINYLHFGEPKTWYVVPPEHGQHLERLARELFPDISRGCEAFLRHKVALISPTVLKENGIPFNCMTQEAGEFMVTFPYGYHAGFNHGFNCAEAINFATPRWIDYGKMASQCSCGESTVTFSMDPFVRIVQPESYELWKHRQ
Tau ThT inhib – qHTS for Inhibitors of Tau Fibril Formation, Thioflavin T Binding. Potency, µM (doses to about 57.4 µM), without a hit: top-dose activity, negative = inhibition, most hits filed as inhibitors. hit rate 2.1% among 270,000. AID 1460, 2008. recombinant tau K18 P301L, heparin-induced fibrillization, ThT fluorescence. Microtubule-associated protein tau (Homo sapiens), P10636; note: nearly all actives have a fitted effect of over 55% in size
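Heparin-induced (20 uM) aggregation of recombinant human K18 P301L tau, 15 uM unlabeled with 0.24 uM labeled, pH 7 acetate buffer, 6 hr at 37 C with compound. Fibrils quantified by 30 uM ThT fluorescence after 1 hr ambient incubation.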
TR SRC2 fluor cs – Total Fluorescence Counterscreen for Inhibitors of the Interaction of Thyroid Hormone Receptor and Steroid Receptor Coregulator 2. TRb/SRC2 Texas Red total fluorescence interference. Potency, µM (titrated, usually from 106 µM), inactives show at the highest dose fluorescence change, negative = quenching. hit rate 0.29% among 280,000. AID 1479, 2009; active = well fitted curve in either direction with a large enough effect; inconclusive = small, poorly fitted or top-dose-only effect
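Human TRβ ligand-binding domain (0.6 uM) and Texas Red SRC2 peptide (20 nM) in Tris buffer with 1 uM T3 and 5% DMSO were incubated with pinned compound for 5 hr at ambient temperature. Total fluorescence was computed as S + 2P (555/632 nm).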
TRb-SRC2 inh – qHTS for Inhibitors of the Interaction of Thyroid Hormone Receptor and Steroid Receptor Coregulator 2; Thyroid hormone receptor beta (Homo sapiens), P10828; hit rate 0.065% among 280,000; Potency, µM (highest dose often 106 µM), without a hit: at the highest dose activity change, negative = inhibition, usual class: inhibitors; TRbeta-SRC2 peptide binding, fluorescence polarization; receptor liganded with 1 µM T3; AID 1469, 2008;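 note: plate controls were bound peptide for no effect and peptide without receptor for full effect; nearly all actives have a fitted effect of over 50% in size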
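Binding of a 20-amino-acid Texas Red SRC2 peptide (20 nM) to TRb ligand-binding domain (0.6 uM) with agonist T3 at 1 uM was followed by fluorescence polarization after a 5 hr room-temperature incubation.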
Tau FP inhib – qHTS for Inhibitors of Tau Fibril Formation, Fluorescence Polarization; Microtubule-associated protein tau (Homo sapiens), P10636; K18 P301L tau heparin fibrillization, Alexa594 FP, 6 h; AID 1468, 2008; hit rate 0.39% among 280,000; Potency, µM (top dose mostly 57.7 µM), for inactives: at the highest dose activity, negative = inhibition, actives largely listed as inhibitors; note: nearly all actives have a fitted effect of over 55% in size
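Heparin (20 uM) drove fibril formation of recombinant tau K18 P301L, 15 uM unlabeled with 0.24 uM Alexa 594 label, for 6 hr at 37 C in 100 mM sodium acetate pH 7. Fluorescence polarization (555/632 nm) read 1 hr after 30 uM ThT.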
L3MBTL1 block – qHTS Assay for the Inhibitors of L3MBTL1 | Lethal(3)malignant brain tumor-like protein 1 (Homo sapiens), Q9Y468 | AlphaScreen L3MBTL1–H3K9me1 peptide binding | Potency, µM (titrated, usually from 57.1 µM), inactives show at the highest dose activity, negative = inhibition, hits mostly inhibitors | hit rate 0.66% among 230,000; note: nearly all actives have a fitted effect of over 60% in size
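L3MBTL1 50 nM + b-AHA-H3(1-15)K9me1 75 nM, 30 min RT; compound added, 30 min RT; streptavidin donor/Ni-chelate acceptor beads 10 ug/mL each final, 30 min RT dark; AlphaScreen read.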
RECQ1 inh – qHTS Assay for Inhibitors of RecQ-Like Dna Helicase 1 (RECQ1); ATP-dependent DNA helicase Q1 (Homo sapiens), P46063; RECQ1 DNA unwinding, red fluorescence kinetic read; Potency, µM (top dose mostly 57.3 µM), for inactives: at the top dose activity, negative = inhibition, actives largely listed as inhibitors; hit rate 0.54% among 240,000; AID 2549, 2010;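 note: plate controls were vehicle for no effect and no enzyme for full effect; nearly all actives have a fitted effect of over 30% in size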
Target sequence (P46063 whole entry, looked up): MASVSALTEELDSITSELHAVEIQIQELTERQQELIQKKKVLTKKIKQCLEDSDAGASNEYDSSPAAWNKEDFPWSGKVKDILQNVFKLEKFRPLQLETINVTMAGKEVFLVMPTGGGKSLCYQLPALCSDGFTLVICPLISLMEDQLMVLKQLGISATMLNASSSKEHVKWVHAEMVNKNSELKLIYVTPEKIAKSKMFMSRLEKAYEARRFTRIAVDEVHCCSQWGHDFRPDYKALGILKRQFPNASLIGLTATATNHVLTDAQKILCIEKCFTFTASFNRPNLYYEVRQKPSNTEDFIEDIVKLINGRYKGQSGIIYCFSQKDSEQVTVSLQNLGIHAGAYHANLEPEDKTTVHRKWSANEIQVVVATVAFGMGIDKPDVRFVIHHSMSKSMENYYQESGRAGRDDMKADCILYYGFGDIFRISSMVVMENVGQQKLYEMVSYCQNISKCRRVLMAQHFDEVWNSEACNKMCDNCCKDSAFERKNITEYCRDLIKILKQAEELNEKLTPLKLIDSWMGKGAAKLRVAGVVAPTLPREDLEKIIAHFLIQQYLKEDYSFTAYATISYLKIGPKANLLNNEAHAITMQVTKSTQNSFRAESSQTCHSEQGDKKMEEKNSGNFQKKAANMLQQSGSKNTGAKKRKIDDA
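50 nM RECQ1T1 preincubated 15 min with compound in Tris pH 8.0 buffer with MgCl2, DTT, Tween-20 and 2.5 ug/ml poly(dI-dC); started with 200 nM TAMRA/BHQ-2 forked duplex and 2 mM ATP. Unwinding read as fluorescence (525/598 nm), two reads 2 h apart.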
RGS12 GoLoco inh – qHTS Assay for Inhibitors of RGS12 GoLoco Motif Activity (Red Fluorophore); hit rate 0.44% among 230,000; Gai1:RGS12 GoLoco peptide FP, rhodamine, 10 min; Potency, µM (highest dose often 61.6 µM), for the others: top-dose activity, negative = inhibition, actives largely listed as inhibitors; active = well fitted inhibition curve with a large enough effect, not every such curve was filed as active; inactive = no such curve, though single readings can be large or run the other way; note: nearly all actives have a fitted effect of over 30% in size; many of its hits are not listed in these tables
Numbers without * were called inactive; i = inactive; ? = inconclusive; · = no result given; & = joins results of further samples; [ ] = dose if it differs, or a comment. Unless noted, calls come from the whole dose curve; as a rule, active = well fitted curve in the direction sought with a large enough effect; inconclusive = small, poorly fitted or top-dose-only effect, or another doubt; inactive = no such curve, though single readings can be large; an effect the other way counts as inactive or inconclusive. Unless noted, % is set by controls: 0 for no effect and ±100 for the full control effect; potency is the fitted concentration of half-maximal effect. This is a subset. The share of hits here may be higher or lower than overall.

Each structure is followed by: JMJD2E inh, Tau ThT inhib, TR SRC2 fluor cs, TRb-SRC2 inh, Tau FP inhib, L3MBTL1 block, RECQ1 inh, RGS12 GoLoco inh
O=C(CSC(=S)N1CCCCC1)c1c(F)cccc1F
  -16%, ?, -4%, 10%, ?, 4%, -8%, 3%
Cc1ccc(-c2[nH]c3ccccc3c2SCCNC(=O)c2cc3ccccc3oc2=O)cc1
  6%, ?, 0%, 3%, -9%, -14%, i, 1%
C=CCN=c1scc(C)n1/N=C/c1ccc(O)c(O)c1
  16µM*, ?, -4%, -8%, 3%, -12%, -15%, -23%
CCc1ccc2ncc3c(-c4ccccc4)nn(-c4ccccc4)c3c2c1
  ·, ?, -3%, -7%, -10%, ·, ·, ·
Cc1ccc(C2=NNC(C(O)C(O)C(O)C(C)O)S2)cc1 (stereo unspecified)
  -28%, ?, 2%, -13%, -16%, ·, i, 4%
CC1Cc2ccccc2N1c1ncnc2c1nnn2Cc1ccccc1Cl (stereo unspecified)
  ?, -2%, -3%, -3%, 0%, -2%, -1%, -16%
CC(C)NC(=O)COC(=O)c1ccccc1C(=O)c1ccccc1
  8%, 4%, 0%, 7%, 4%, 0%, -6%, 3%
CCCc1[nH]nc2c1C(c1c(C)nn(-c3ccccc3)c1Cl)C(C#N)=C(N)O2 (stereo unspecified)
  -3%, -24%, 1%, -21%, 8%, 1%, -8%, 0%
Cc1cccc2c1-c1sc(C(=O)NCCCN3CCN(c4ccccc4F)CC3)cc1CO2
  ·, ?, 3%, 5%, -3%, ·, ·, ·
CCN1/C(=N\N)c2cccc3cccc1c23
  9%, 7.9µM*, 1%, 1%, 6%, -27%, i, -39%
CC(CCc1ccccc1)NC(=O)CNC(=S)N(Cc1cccs1)C1CCCC1 (stereo unspecified)
  -3%, -17%, -3%, -4%, -1%, ·, -6%, 12%
CN1/C(=C/C=C(C#N)C#N)C=Cc2ccccc21
  7%, ?, ?, ?, 25µM*, -3%, -5%, 39%[activator]
Cc1nnc(SCC(=O)NCc2ccco2)n1-c1ccc(F)cc1
  14%, -5%, 2%, 8%, 0%, 0%, 5%, 1%
Cn1c(=O)oc2cc(S(=O)(=O)N3CCC(C(=O)NCc4ccc(F)cc4)CC3)ccc21
  -6%, -1%&-15%, -2%&-1%, -7%&1%, -15%&-4%, ·, -1%, -11%
C=CCNC(=S)NNC(=O)COc1ccc(Br)cc1
  14%, -13%, -1%, 4%, 4%, 1%, -6%, 7%
O=C(OCc1c(Cl)cccc1Cl)c1cccnc1Cl
  -2%, -14%, -5%, 1%, -3%, ·, -6%, 12%
COc1ccc(NC(=O)C2CSC(C)(C)N2C=O)cc1 (stereo unspecified)
  1%, -8%, -1%, -1%, -3%, ·, -4%, 0%
CC(O)C(NS(=O)(=O)c1ccc(Cl)cc1)C(=O)OCC(=O)Nc1cccnc1Cl (stereo unspecified)
  -1%, 4%, 2%, 0%, 1%, 2%, i, 3%
CCOc1ccc(CCNC(=O)c2sc3ncccc3c2-n2c(C)ccc2C)cc1
  ·, ?, 6%, 11%, -5%, ·, ·, ·
CCOC(=O)CC(=O)NC(C)(C)CCCCC(C)(C)NC(=O)CC(=O)OCC
  -2%, ·, -1%, 2%, ·, ·, -6%, 5%
COc1ccc(/C=N/c2nc3ccccc3n2CCN2CCCCC2)cc1OC
  5%, -13%, -3%, 0%, 2%, ·, -3%, 9%
Cc1n[nH]c(=O)nc1N/N=C/c1ccco1
  -19%, ?, -4%, -3%, -2%, ·, 1%, 4%
C(=N\Nc1ncnc2ccccc12)/c1ccccc1
  -28%, ?, -8%, 1%, -8%, ?, 0%, 7%
COc1nc(-c2ccccc2)ccc1-c1noc(-c2ccccc2Br)n1
  ·, -15%, -41%, ?, ?, ·, ·, ·
CCn1c(CSc2nnc(-c3ccncc3)n2CCOC)nc2cc(C(=O)O)ccc21
  -4%, 0%, 50µM*[fluorescent], 13µM*, 5%, 6%, 22µM*, 11µM*
CC(=O)O/N=C(/c1nonc1N)N1CCN(c2ccc([N+](=O)[O-])cc2Cl)CC1
  -8%, ?, -3%, -7%, 4%, -4%, -11%, 8%
Cc1nnc(-c2ccccc2)c(=O)n1/N=C/c1c(O)ccc2ccccc12
  ?, ?, -1%, -9%, 2%, ?, -3%, 28%
Cn1ccnc1C(O)c1cc(C(C)(C)C)c(O)c(C(C)(C)C)c1 (stereo unspecified)
  ?, ?, 3%, -18%, -4%, -8%, i, -19%
CCOc1ccc(CNS(=O)(=O)c2ccc3c(c2)CCCN3C(C)=O)cc1OC
  ·, 1%, -29%, 5%, -10%, ·, ·, ·
C=CCn1c(COc2ccccc2)nnc1SCC(=O)O
  1%, -12%, -1%, 6%, -5%, ·, -2%, -4%
O=C(NNC(=O)c1ccc(Cl)cc1Cl)c1cnccn1
  -19%, 2%, -2%, 1%, 1%, 22%, 0%, -3%
C/C(=N\NC(=O)CSCc1ccc(Cl)cc1)c1ccc2c(c1)OCCO2
  6%, -9%, -2%, -3%, ?, 0%, -4%, -4%
CCCC1Cc2[nH]c(=O)c(C#N)cc2CO1 (stereo unspecified)
  ?, ·, -2%, -5%, 4%, ·, -9%, -8%
CCOC(=O)N1CCN(C(=O)c2ccccc2N(Cc2ccccc2)S(=O)(=O)c2ccc(OC)cc2)CC1
  -21%, -10%, -2%[53 µM], -5%[53 µM], -2%, -8%, -7%, 9%
CC(C)N1CCC(N2CCN(C/C=C/c3ccccc3)CC2CCO)CC1 (stereo unspecified)
  -12%, -16%, -7%, -4%, -12%, -9%, -2%, 77%[activator]
CCN(CC)c1ccc(NC(=O)c2cc3c(=O)n4cccc(C)c4nc3n2C)c(C)c1
  ·, 1%, 4%, -5%, ?, ·, ·, ·
Cc1nn(C(=O)c2ccoc2C)c(N)c1-c1ccccc1
  4%, -17%, -2%, -8%, 7%, ?, -17%, -4%
O=C(O)CNC(=O)c1cccc(C(F)(F)F)c1
  0%, 6%, -3%, -2%, -2%, 13%, 2%, 6%
COc1ccc(C(=O)NCC(c2cccnc2)N2CCN(c3ccccc3)CC2)cc1OC (stereo unspecified)
  2%, -8%, -1%, -5%, 11%, 26%, i, 4%
Cc1cc(NC(=O)c2cc([N+](=O)[O-])cc([N+](=O)[O-])c2)n(-c2ccccc2)n1
  -2%, -10%, -3%, 0%, -7%, -2%, -12%, -13%
CC(=O)Nc1ccc([N+](=O)[O-])cn1
  6%, 2%, -3%, -9%, -1%, 6%, -4%, -1%
O=C(CCN1CCN(c2ccccc2)CC1)N/N=C/c1ccccc1O
  28µM*, -9%, 0%, 4%, -1%, -10%, i, 7%
COC(=O)[C@@]1(Cc2ccc(OC)cc2)[C@H]2c3cc(C(=O)N(C)C)n(Cc4nc5ccccc5[nH]4)c3C[C@H]2CN1C(=O)c1ccccc1
  ?, ?, -6%, 1%, -6%, ·, -5%, 15%
Oc1ccc(Cl)cc1C=Nc1ccc(Br)cc1
  4%, -11%, -2%, 0%, 3%, ·, -8%, 0%
Cn1nnnc1SCCNCc1ccccc1OCc1ccc(Cl)cc1
  -9%, 11%, -1%, -2%, 2%, -6%, 6%, -12%
COCCCNC(=O)/C=C/c1ccc(Cl)cc1
  -1%, -2%, -4%, -2%, -4%, 1%, -12%, -9%
Cc1ccc(C)c(NC(=O)COC(=O)CNC(=O)c2ccccc2Cl)c1
  -8%, -1%, -1%, -2%, -8%, -2%[11.4 µM], i, -10%
CCOC(=O)CSc1ncnc2c1sc1nc(N3CCOCC3)c3c(c12)CCCC3
  ?, -14%, 1%, 11%, 5%, ·, -5%, -4%
CC1(C)Cc2ccccc2-c2nnc(-c3ccc(O)cc3)n21
  3%, 6%, -3%, -2%, -4%, 0%, -4%, 9%
COC(=O)c1ccc(COc2ccc(-c3nn[nH]n3)cc2)cc1
  1%, -21%, -4%, -6%, -1%, -5%, -3%, ·

New compounds follow
Each structure is followed by: JMJD2E inh, Tau ThT inhib, TR SRC2 fluor cs, TRb-SRC2 inh, Tau FP inhib, L3MBTL1 block, RECQ1 inh, RGS12 GoLoco inh
CCOCCCNC(=O)Cc1ccc(OC)c(OC)c1
  -6%, -6%, -1%, -2%, -5%, 41%[activator][11.4 µM], -2%, 7%
Cc1cc(-c2n[nH]c(=S)o2)c(C)n1-c1ccccc1
  -21%, ?, 3%, -3%, -4%, -16%, -3%, -2%
COc1ccc(S(=O)(=O)c2cnc3ccccc3n2)cc1
  8%, -11%, 0%, -5%, 2%, -11%, -13%, -8%
CCSc1nnc(CCNC(=O)OC(C)(C)C)o1
  11%, -3%, -2%, -12%, 6%, ·, -12%, 6%
CCN(c1ccccc1)S(=O)(=O)c1cc(C(=O)Nc2ccc(F)c(F)c2)ccc1F
  -4%, 8%, -13%, 2%, 14µM*, 7%, -11%, 13%
CC1=C(C(N)=O)C(c2ccc(C)o2)C(C(N)=O)=C(C)N1
  -6%, ?, 0%, 3%, -4%, 11%[11.4 µM], 5%, -1%
